PDI turbidity = PDI (human) enzyme inhibition; AID 588391; 0.052% of 350,000 active; PDI insulin aggregation turbidity, A650, 90 min; inhibition, % at 10 µM;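 active = mean inhibition across replicates of 30% or more, whatever share of single replicates reach that level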;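 also: absorbance from insulin aggregation driven by PDI reduction with DTT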
m5-HT2A agonist = agonists of mouse serotonin 5-HT2A receptor (HTR2A); 0.66% of 360,000 active; P35363; activation, % at 7.6 µM; CHO-K1 mHTR2A beta-arrestin complementation, luminescence; percent of 30 µM serotonin response;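 active = activation above a run cutoff, the mean activation of all tested compounds plus 3 SD, cut at about 14% in these data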;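 also: 0% = plate median of compound wells and 100% = 30 µM serotonin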
Vif imaging = blocks HIV Vif function. inhibition, % at 7.49 µM. 0.35% of 340,000 active. HEK293T cells, Vif self-association by quenched fluorescence, imaging, 24 h; in the data active = inhibition above about 50%, passing the limit was not always enough; also: some results filed as inactive read as strong as hits
iPSC survival up = hiPSC single-cell survival enhancement | ATPlite luminescence; 100% = ROCK inhibitor wells, 0% = DMSO | survival enhancement, % at 20 µM | 0.044% of 360,000 active; in the data active = survival enhancement above about 18%;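 also: cells exposed to compounds for 16 hours before the ATP read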
Exocytosis inh = blocks lytic granule exocytosis. 0.66% of 360,000 active. inhibition, % at 10 µM. TALL-104 LAMP-1 surface exposure, flow cytometry; cells stimulated with thapsigargin and PMA;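 active = inhibition above about 55%, limit read from the data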
Glyco luc inh = N-linked glycosylation inhibition. D54 ERlucT glycosylation luciferase reporter, 24 h; percent of 100 nM tunicamycin response. reporter increase, % at 12.5 µM. 0.23% of 360,000 active. AID 588692;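 active = mean luciferase reporter signal, scaled so untreated is 0 and the glycosylation-blocking control 100, at or above a set limit in every replicate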;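 also: luciferase carries N-glycosylation sites so blocking glycosylation raises the light; 0% = median of neutral control wells and 100% = median of 100 nM tunicamycin wells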
aDG glyco act = alpha-DG glycosylation activation | activation, % at 10 µM | AID 624168 | Pro5-aDG cells, alpha-DG glycosylation AlphaScreen (IIH6); 0% Pro5, 100% B10-LARGE cell signal | 0.22% of 360,000 active;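 active = activation of at least 8% versus controls, or a plate z-score of at least 8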;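 also: Pro5 are CHO cells carrying HIG-tagged alpha-DG that lacks glycosylation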
ABCB6 inh 2 = inhibitors of human ABC transporter ABCB6; K562-ABCB6 porphyrin accumulation, flow cytometry, 1 h; stronger effect = lower value; fluorescence ratio to DMSO, % at 10 µM; 0.19% of 360,000 active; AID 602162;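 active = fluorescence ratio to DMSO below 75%, the collection mean minus 3 SD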;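 also: signal is porphyrin accumulated inside mitochondria; 100% equals median channel fluorescence of DMSO control wells; lower ratio means ABCB6 inhibition with less porphyrin fluorescence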
Target sequence (Q9NP58 whole entry, looked up): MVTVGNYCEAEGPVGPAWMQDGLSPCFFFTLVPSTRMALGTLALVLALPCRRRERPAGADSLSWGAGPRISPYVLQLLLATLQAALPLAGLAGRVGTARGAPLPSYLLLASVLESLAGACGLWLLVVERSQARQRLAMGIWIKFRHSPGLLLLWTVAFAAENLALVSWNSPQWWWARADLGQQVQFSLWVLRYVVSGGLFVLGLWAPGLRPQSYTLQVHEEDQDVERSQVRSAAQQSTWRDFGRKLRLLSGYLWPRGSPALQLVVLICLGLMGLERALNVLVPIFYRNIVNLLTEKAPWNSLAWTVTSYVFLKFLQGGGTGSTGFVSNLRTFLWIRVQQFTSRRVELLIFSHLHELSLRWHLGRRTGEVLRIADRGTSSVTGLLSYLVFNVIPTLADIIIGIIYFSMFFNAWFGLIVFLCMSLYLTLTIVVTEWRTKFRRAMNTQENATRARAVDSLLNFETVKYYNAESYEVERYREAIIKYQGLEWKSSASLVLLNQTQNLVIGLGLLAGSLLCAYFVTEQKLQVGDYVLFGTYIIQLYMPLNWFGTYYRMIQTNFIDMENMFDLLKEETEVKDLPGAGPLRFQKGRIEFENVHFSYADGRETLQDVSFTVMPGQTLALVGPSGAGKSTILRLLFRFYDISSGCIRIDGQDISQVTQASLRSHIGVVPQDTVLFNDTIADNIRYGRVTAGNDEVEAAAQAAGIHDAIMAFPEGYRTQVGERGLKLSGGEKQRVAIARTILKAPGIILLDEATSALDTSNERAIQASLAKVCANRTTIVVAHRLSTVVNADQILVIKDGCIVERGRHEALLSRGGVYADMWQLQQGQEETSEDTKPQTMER
CaV13 ICDI inh = Disruptors of the CACNA1D IQ motif to Ca2+-dependent inactivation inhibitor domain association, primary screening, Förster resonance energy transfer in intact living …. 0.098% of 340,000 active. AID 743397. inhibition, % at 12.3 µM. HEK cells, CFP/YFP FRET ICDI-IQ, plate reader, 10 min; percent FRET-ratio fall versus neutral wells;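 active = mean replicate inhibition of at least 30% and at least 1% of replicates passing that level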;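 also: 0% = median of the neutral control wells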
Cardio protect = myocardial damage modulation in H9c2 cells. H9c2 cardiomyocytes, H2O2 injury protection, ATPLite, 2 h. protection from H2O2 cell death, % at 20 µM. 0.63% of 360,000 active;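 active = compounds giving at least 50% protection of heart cells from peroxide-induced death in the single-dose screen, raw or plate-pattern-corrected value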;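 also: 0% = DMSO wells with peroxide and 100% = DMSO wells without peroxide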
* = called active by the depositor.

For COc1ccc(C2(O)C(=O)Nc3ccccc32)cc1 (configuration not stated) the results were PDI turbidity -9, m5-HT2A agonist -1, Vif imaging 1, iPSC survival up -0.5, Exocytosis inh 15, Glyco luc inh 2, aDG glyco act -0.2, ABCB6 inh 2 95, CaV13 ICDI inh -21 and Cardio protect 2.
CCOC(=O)c1ccc(NC(=O)CN2C(=O)CSC(C)C2=O)cc1 (configuration not stated) was read as PDI turbidity 3, m5-HT2A agonist 5, Vif imaging 7, iPSC survival up -1.1, Exocytosis inh -1, Glyco luc inh 2, aDG glyco act -0.2, ABCB6 inh 2 93, CaV13 ICDI inh -7 and Cardio protect 3.
For O=C(COC(=O)c1ccccc1[N+](=O)[O-])Nc1cc(S(=O)(=O)N2CCOCC2)ccc1N1CCCC1 the results were PDI turbidity 21, m5-HT2A agonist -1, Vif imaging -6, iPSC survival up -1.1, Exocytosis inh 0, Glyco luc inh 2, aDG glyco act -0.1, ABCB6 inh 2 96, CaV13 ICDI inh -7 and Cardio protect 5.
For COc1ccccc1C(=O)Nn1c(C)nc2ccccc2c1=O the results were PDI turbidity -13, m5-HT2A agonist -1, Vif imaging -7, iPSC survival up -0.3, Exocytosis inh 10, Glyco luc inh 2, aDG glyco act -0.1, ABCB6 inh 2 100, CaV13 ICDI inh -5 and Cardio protect 6.
COc1cc(CN2CCN(c3ccccc3C)CC2)cc([N+](=O)[O-])c1O was read as PDI turbidity -2, m5-HT2A agonist -6, Vif imaging 1, iPSC survival up -1.0, Exocytosis inh -3, Glyco luc inh -2, aDG glyco act 0.2, ABCB6 inh 2 97, CaV13 ICDI inh -6 and Cardio protect -1.
`CC(C)(C)C1CCc2c(C(=O)NNC(=O)CCCC(=O)O)csc2C1` (configuration not stated) gave PDI turbidity 11, m5-HT2A agonist -1, Vif imaging 11, iPSC survival up -0.4, Exocytosis inh 1, Glyco luc inh 4, aDG glyco act -0.1, ABCB6 inh 2 94, CaV13 ICDI inh -6 and Cardio protect 1.
CCCc1nn2c(=O)cc(CSCC(=O)Nc3ccccc3OC)nc2s1 was read as PDI turbidity 3, m5-HT2A agonist 7, Vif imaging 4, iPSC survival up -0.5, Exocytosis inh -22, Glyco luc inh -1, aDG glyco act 0.3, ABCB6 inh 2 99, CaV13 ICDI inh -16 and Cardio protect -1.
Screening COc1ccc(/C(C)=N/NC(=O)CNC(=O)/C=C\c2ccccc2)c(OC)c1 returned PDI turbidity 0, m5-HT2A agonist -6, Vif imaging -4, iPSC survival up -0.3, Exocytosis inh 2, Glyco luc inh 0, aDG glyco act -0.1, ABCB6 inh 2 104, CaV13 ICDI inh -5 and Cardio protect -4.
Screening Fc1ccc(-c2nc3c(-c4ccccc4)cnn3cc2CCN2CCOCC2)cc1 returned PDI turbidity -4, m5-HT2A agonist 7, Vif imaging 0, iPSC survival up 1.3, Exocytosis inh 1, Glyco luc inh -1, aDG glyco act -0.2, ABCB6 inh 2 104, CaV13 ICDI inh -3 and Cardio protect -5.
For COc1ccc(CCNC(=O)Cn2c(=O)n(CC3CCCO3)c(=O)c3ccccc32)cc1OC (configuration not stated) the results were PDI turbidity -3, m5-HT2A agonist 1, Vif imaging -5, iPSC survival up -0.7, Exocytosis inh -2, Glyco luc inh 2, aDG glyco act 0.2, ABCB6 inh 2 104, CaV13 ICDI inh 12 and Cardio protect 2.
Screening O=S(=O)(Nc1nc2ccccc2nc1N1CCN(CCO)CC1)c1cc(F)ccc1F returned PDI turbidity 4, m5-HT2A agonist 9, Vif imaging 4, iPSC survival up 0.1, Exocytosis inh -10, Glyco luc inh 1, aDG glyco act 0.0, ABCB6 inh 2 100, CaV13 ICDI inh -14 and Cardio protect -2.
For CN(C)CCOC(=O)NC12CC3CC(CC(C3)C1)C2 the results were PDI turbidity 8, m5-HT2A agonist -3, Vif imaging 14, iPSC survival up 3.6, Exocytosis inh -5, Glyco luc inh 0, aDG glyco act -0.2, ABCB6 inh 2 97, CaV13 ICDI inh -4 and Cardio protect 2.
Screening CSCCC(NC(=O)c1ccc([N+](=O)[O-])cc1Cl)C(=O)OCC(=O)N(C)C (configuration not stated) returned PDI turbidity -5, m5-HT2A agonist 5, iPSC survival up 0.3, Exocytosis inh -3, Glyco luc inh 2, aDG glyco act -0.1, ABCB6 inh 2 95, CaV13 ICDI inh -5 and Cardio protect -10.
Cc1ccc(SC[C@H](Cc2ccccc2)N2CCN(CCc3ccccc3)CCC2=O)cc1 was read as PDI turbidity 0, m5-HT2A agonist -8, Vif imaging 5, iPSC survival up -2.4, Exocytosis inh -5, Glyco luc inh -1, aDG glyco act -0.5, ABCB6 inh 2 100, CaV13 ICDI inh -9 and Cardio protect -14.
For O=C(OCc1ccccc1)N1CCC2CC1c1cc(-c3cc4ccccc4o3)ccc12 (configuration not stated) the results were PDI turbidity -3, m5-HT2A agonist 3, iPSC survival up -2.1, Exocytosis inh 8, Glyco luc inh 2, aDG glyco act 0.0, ABCB6 inh 2 98, CaV13 ICDI inh -6 and Cardio protect -12.
For CC(Oc1ccccc1)c1nnc(N)s1 (configuration not stated) the results were PDI turbidity 9, m5-HT2A agonist 4, Vif imaging 2, iPSC survival up -2.0, Exocytosis inh -3, Glyco luc inh 1, aDG glyco act 0.7, ABCB6 inh 2 97, CaV13 ICDI inh 4 and Cardio protect 6.
COc1cc(NC(=S)N2c3ccccc3CC2C)cc(OC)c1 (configuration not stated) was read as PDI turbidity 6, m5-HT2A agonist 9, Vif imaging -3, iPSC survival up 0.1, Exocytosis inh -6, Glyco luc inh 1, aDG glyco act -0.2, ABCB6 inh 2 99, CaV13 ICDI inh -3 and Cardio protect -7.
COc1ccc(-c2c[n+]3c(n2-c2ccccc2)CCCCC3)cc1 was read as PDI turbidity -13, m5-HT2A agonist 6, Vif imaging -1, iPSC survival up -1.9, Exocytosis inh 2, Glyco luc inh 2, aDG glyco act 0.2, ABCB6 inh 2 inactive, CaV13 ICDI inh -4 and Cardio protect -21.
For O=[N+]([O-])c1cnccc1Nc1ccc(F)cc1 the results were PDI turbidity -2, m5-HT2A agonist -2, Vif imaging 5, iPSC survival up -2.0, Exocytosis inh 3, Glyco luc inh -2, aDG glyco act 0.7, ABCB6 inh 2 102, CaV13 ICDI inh -4 and Cardio protect 0.
Screening COC(=O)c1ccc(Sc2ccccc2NS(=O)(=O)c2ccc(NC(C)=O)cc2)nc1 returned PDI turbidity 13, m5-HT2A agonist 2, Vif imaging -5, iPSC survival up 1.3, Exocytosis inh 0, Glyco luc inh 1, aDG glyco act 0.0, ABCB6 inh 2 95, CaV13 ICDI inh -5 and Cardio protect 5.
`CCOC(=O)c1ccc(NC(=S)N2CCSC2c2ccc(Br)cc2)cc1` (configuration not stated) gave PDI turbidity 7, m5-HT2A agonist 3, iPSC survival up -1.6, Exocytosis inh -1, Glyco luc inh 1, aDG glyco act 0.0, ABCB6 inh 2 96, CaV13 ICDI inh -11 and Cardio protect -16.
Screening CCOC(=O)c1ccc(S(=O)(=O)n2c(CN3CCCCC3)nc3ccccc32)cc1 returned PDI turbidity 1, m5-HT2A agonist 0, Vif imaging 2, iPSC survival up -2.2, Exocytosis inh 1, Glyco luc inh -2, aDG glyco act 0.0, ABCB6 inh 2 93 and Cardio protect 0.
CCN(Cc1cc2ccccc2[nH]c1=O)C(=O)C(C)C was read as PDI turbidity 2, m5-HT2A agonist 7, Vif imaging 6, iPSC survival up -3.0, Exocytosis inh 1, Glyco luc inh 1, aDG glyco act 0.1, ABCB6 inh 2 150, CaV13 ICDI inh -2 and Cardio protect 4.
COc1cccc(C2CC(=O)N3CN(c4ccccc4F)CSC3=C2C#N)c1 (configuration not stated) was read as m5-HT2A agonist 0, Vif imaging -4, iPSC survival up -1.8, Exocytosis inh 5, Glyco luc inh -2, aDG glyco act -0.3, ABCB6 inh 2 101, CaV13 ICDI inh -5 and Cardio protect 1.
For COc1ccc(C(=O)Nc2ccc3c(c2)OCCO3)cc1[N+](=O)[O-] the results were PDI turbidity 0, m5-HT2A agonist -3, Vif imaging 0, iPSC survival up -1.7, Exocytosis inh 2, Glyco luc inh 0, aDG glyco act -0.3, ABCB6 inh 2 96, CaV13 ICDI inh -5 and Cardio protect 2.
For Cc1ccc(C)c(N2N=C(C(=O)Nc3ccccc3N3CCOCC3)CCC2=O)c1 the results were PDI turbidity -5, m5-HT2A agonist -3, Vif imaging 2, iPSC survival up -0.4, Exocytosis inh 2, Glyco luc inh 2, aDG glyco act -0.2, ABCB6 inh 2 95, CaV13 ICDI inh -6 and Cardio protect 26.
For CC(=O)Nc1cccc(NC(=O)CSc2nc(=O)n(CCCN3CCOCC3)c3c2CCC3)c1 the results were PDI turbidity 10, m5-HT2A agonist 7, Vif imaging 0, iPSC survival up 0.2, Exocytosis inh 0, Glyco luc inh 1, aDG glyco act 0.0, ABCB6 inh 2 105, CaV13 ICDI inh -5 and Cardio protect 1.
O=C(NC1CCCCC1)c1ccc(COCC(F)(F)F)o1 was read as PDI turbidity 1, m5-HT2A agonist -1, iPSC survival up -2.4, Exocytosis inh 1, Glyco luc inh 0, aDG glyco act -0.2, ABCB6 inh 2 99 and Cardio protect -2.
`CCN(CC)CC(=O)N1CCCC(C(=O)c2ccccc2OC)C1` (configuration not stated) gave PDI turbidity -4, m5-HT2A agonist -1, Vif imaging -10, iPSC survival up -3.4, Exocytosis inh -2, Glyco luc inh -1, aDG glyco act 0.2, ABCB6 inh 2 100, CaV13 ICDI inh -5 and Cardio protect -2.
Screening O=C(O)c1ccccc1/C=N/NC(=S)NC1CCCCC1 returned PDI turbidity -1, m5-HT2A agonist -1, Vif imaging 8, iPSC survival up -0.4, Exocytosis inh 0, Glyco luc inh 1, aDG glyco act -0.1, ABCB6 inh 2 106, CaV13 ICDI inh -6 and Cardio protect 7.
Cc1ccc(-n2ncc3c(SCc4cccnc4)ncnc32)c(C)c1 was read as PDI turbidity -4, m5-HT2A agonist -1, Vif imaging -17, iPSC survival up -0.8, Exocytosis inh 15, Glyco luc inh -12, aDG glyco act 2.8, ABCB6 inh 2 96, CaV13 ICDI inh 4 and Cardio protect -34.
`Cc1ccc(SCc2nc(-c3ccccn3)no2)cc1` gave PDI turbidity 4, m5-HT2A agonist 6, Vif imaging 3, iPSC survival up -4.0, Exocytosis inh 2, Glyco luc inh -2, aDG glyco act 0.0, ABCB6 inh 2 99, CaV13 ICDI inh -2 and Cardio protect -14.
For Nc1nonc1C(=O)N/N=C\c1cc2c(cc1Cl)OCO2 the results were PDI turbidity 8, m5-HT2A agonist -1, Vif imaging 1, iPSC survival up 0.2, Exocytosis inh 15, Glyco luc inh 1, aDG glyco act 0.0, ABCB6 inh 2 106, CaV13 ICDI inh -5 and Cardio protect -2.
For Cn1c(SCC(=O)n2c3c(c4ccccc42)CCCC3)nnc1-c1ccccc1 the results were PDI turbidity -3, m5-HT2A agonist 1, Vif imaging -7, iPSC survival up -1.8, Exocytosis inh -2, Glyco luc inh 3, aDG glyco act -0.5, ABCB6 inh 2 95, CaV13 ICDI inh -7 and Cardio protect -4.

2 entries drawn at random from the list so far, as already listed:
Cc1ccc(-n2ncc3c(SCc4cccnc4)ncnc32)c(C)c1 was read as PDI turbidity -4, m5-HT2A agonist -1, Vif imaging -17, iPSC survival up -0.8, Exocytosis inh 15, Glyco luc inh -12, aDG glyco act 2.8, ABCB6 inh 2 96, CaV13 ICDI inh 4 and Cardio protect -34.
`Cc1ccc(SCc2nc(-c3ccccn3)no2)cc1` gave PDI turbidity 4, m5-HT2A agonist 6, Vif imaging 3, iPSC survival up -4.0, Exocytosis inh 2, Glyco luc inh -2, aDG glyco act 0.0, ABCB6 inh 2 99, CaV13 ICDI inh -2 and Cardio protect -14.

High-throughput results as filed in PubChem BioAssay.
